Screening data deposited in PubChem BioAssay by National Center for Advancing Translational Sciences (NCATS).
Pf Dd2 growth – Plasmodium falciparum Dd2 growth inhibition; P. falciparum Dd2 growth, SYBR Green, 72 h; Potency, µM (top dose mostly 28.9 µM), without a hit: top-dose activity, negative = inhibition, usual class: inhibitors; actives 4.3% (n = 120,000); active = well fitted inhibition curve with a large enough effect; inconclusive = small, poorly fitted or top-dose-only effect; inactive = no such curve, though single readings can be large or run the other way;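 note: plate controls were DMSO vehicle for no effect and reference drug for full effect; nearly all actives have a fitted effect of over 65% in size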
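Infected erythrocytes (Dd2, 0.3% parasitemia, 2.5% hematocrit final) are added to compound in RPMI-1640/Albumax II medium, grown 72 h at 37C in low oxygen, then lysed with saponin/Triton-X containing SYBR Green and read by fluorescence.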
* = called active by the depositor; i = inactive; ? = inconclusive; ! = not active in a repeat; [ ] = remark or other dose. Potency is the fitted concentration of half-maximal effect. An excerpt (hit frequency here may not be typical).

canonical_smiles | Pf Dd2 growth
O=C(CCC1CC1)N1CCN(c2ncnc3ccsc23)CC(O)C1 (stereo not given) | 0%
COC(=O)[C@@H]1Cc2c([nH]c3ccccc23)[C@H]2C[C@H](NCc3cccs3)C[C@@H](c3ccccc3)N21 | 7.9µM*
Cn1cnnc1CC1CCN(C(=O)CN2CC(c3ccccc3)CC2=O)CC1 (stereo not given) | -6%
Cc1c(Cl)cccc1NC(=O)CC(c1cccs1)N1Cc2ccccc2C1=O (stereo not given) | -9%
Cc1ccc(CNC(=O)c2ccc3c(c2)N(C)C2CCCN2C3=O)cc1C (stereo not given) | i
COc1ccc(CC(=O)Nc2ccc3ncnc(N4CCCCC4)c3c2)c(Cl)c1 | -22%
Cc1cccc(OCC(=O)N2CCCC(n3cc(-c4nc(C5CC5)no4)nn3)C2)c1 (stereo not given) | ?
COC(=O)c1nc2n(n1)C(c1cc(OC)ccc1OC)C=C(c1ccc(Br)cc1)N2 (stereo not given) | 11%
CC(C)NC[C@H]1O[C@@H](CO)[C@@H](O)[C@H]1N1CCCC1 | -2%[44.1 µM]
CCc1nc2c(c(-c3ccc(Cl)cc3)n1)CN(CCC(C)C)CC2 | 7.9µM*
CCOc1cc(CNC(=O)c2ccc(Cn3c(=O)c4cccn4c4cccnc43)cc2)ccc1OC | 21%
CCOc1ccc(C(=O)NCCS(=O)(=O)N2CCN(c3cccc(Cl)c3)CC2)cc1 | -1%
O=C(NC[C@H]1C[C@@H]2CCN1C[C@@H]2CN1CCSCC1)c1ccccc1 | ?
OC1(CN2CCC(c3nnc4ccccn34)CC2)CNCCOC1 (stereo not given) | 11%
CN1CCC2(CCC1=O)CN(CC(=O)NCc1ccccn1)CCN2C (stereo not given) | -8%
COc1ccc(C)cc1NS(=O)(=O)c1cnc(N)nc1 | i
COc1cc2c(cc1OCC1CCCC1)N(C(=O)CC(C)C)CC21CCN(CC(=O)O)CC1 | i
Cc1ccc(NC(=O)Cn2ccn3nc(-c4ccc(F)cc4)c(CO)c3c2=O)cc1 | -11%
COc1cccc(C(=O)NC2CCN(c3cnn(CC4CC4)c(=O)c3)CC2)c1 | i
O=C1NCc2ccccc2CC12CCCCN2Cc1cncs1 (stereo not given) | 7%
CN(C)C[C@@H]1CN(Cc2cccnc2)C[C@H]1NC(=O)c1ccc(Cl)s1 | ?
O=C(N[C@H]1CCN2C(=O)c3cc(-c4ccc(F)cc4F)ccc3NC(=O)[C@H]12)c1cccc(F)c1 | -9%
CCOC(=O)c1ccc(NC(=O)CN2C(=O)NC3(CCCCC3)C2=O)cc1 | ?
CN(C)c1ccc(C(=O)NC[C@H]2O[C@@H](CC(=O)N3CCN(c4ccccc4)CC3)[C@H](O)[C@@H]2O)cc1 | i
CC(=O)N1c2ccc(S(=O)(=O)NCC3CCC(C(=O)Nc4cccc(C)c4)CC3)cc2CC1C (stereo not given) | ?
CCCOc1ccccc1C(=O)N1CCC2(CC1)[C@H](O)C[C@@H]2OCCN | -1%
CC(C)COc1ccc(-c2nonc2NC(=O)c2ccc(F)cc2)cc1 | ?
COc1cccc(CN2CCCCC2c2nc(CCOCC3CCOCC3)no2)c1 (stereo not given) | i
CCc1ccccc1NC(=O)CCCN1C(=O)COc2ccc(C)cc21 | -10%
CC[C@@]1(C(=O)O)C[C@H](C(=O)N(C)CCOC)[C@H](c2ccc(OC)cc2)N1C | -10%
CCCC12CN3CC(CCC)(CN(C1)C3c1c[nH]c3ccccc13)C2=O (stereo not given) | ?
Cc1nc2c(c(C)c1CCC(=O)Nc1ccc(F)cc1)c(=O)n(C)c(=O)n2C | -8%
O=C(NC1CCS(=O)(=O)C1)c1cc2c(s1)CN(C1CCCC1)C2 (stereo not given) | i
CN1C[C@H](C(=O)Nc2cccc(F)c2)C[C@H]1c1cccc(C(F)(F)F)c1 | ?
Cc1ccc(NC(=O)CSc2nc(=O)n(CCN3CCOCC3)c3c2CCC3)cc1Cl | ?
Cc1ccc(CNC(=O)CC2CCOCC2)cc1C | 34%[activator]
CSc1ccc(C2CC(=O)Oc3c2c(=O)n(C)c2ccccc32)cc1 (stereo not given) | i
Cc1cccc(CN2C[C@@H]3C(C(=O)Nc4ccccc4)=NO[C@@H]3C2)c1 | -25%[44.1 µM]
O=C(NCc1cccnc1)C1CCC(=O)N1C1CCN(C(=O)Cc2cccc(F)c2)CC1 (stereo not given) | 9%
CCCN1CCN(c2nnc(-n3cccc3C(=O)Nc3cc(Cl)ccc3C)s2)CC1 | -19%
CCCCN(C)c1nnc(NC(=O)Nc2cccc(C(C)=O)c2)s1 | i
CN(C)CCNC(=O)C1(C)CN(Cc2ccccc2)Cc2ccc(Nc3ccccc3)nc21 (stereo not given) | ?
CCCN1C(=O)Cc2ccccc2C1C(=O)NCc1ccc(F)cc1F (stereo not given) | -23%
COc1ccc(C(=O)NCCn2cc(SCC(=O)Nc3ccc4c(c3)OCCO4)c3ccccc32)cc1OC | i
CNS(=O)(=O)CCNc1nccc(-c2cc(C(=O)O)ccn2)n1 | 9%
CCOC(=O)c1c(Nc2ccc(OC)cc2)nnc(-c2ccccc2)c1-c1ccccc1 | ?
CC1(C(=O)NCc2ccc(F)cc2)COCc2cnc(Nc3ccccc3)nc21 (stereo not given) | -10%[44.1 µM]
O=c1[nH]c(N2CCOCC2)nc2c1CCN(Cc1cc(F)c(F)cc1F)CC2 | ?
COc1ccccc1NC(=O)Nc1ccc2n(c1=O)C[C@H]1C[C@@H]2CN(C(=O)Cc2cccs2)C1 | -5%
Cc1ccc(N2C(=O)CS(=O)(=O)C23C(=O)N(Cc2ccccc2F)c2ccccc23)cc1Cl (stereo not given) | ?
Cc1ccc2c(c1)N(C(=O)CCC(=O)NCc1cccs1)CCO2 | 26%
O=C(c1cccs1)N1CCc2nc(OCC3CC3)ccc2C1 | ?
Cc1ccn2c(C(=O)N3CCCn4nc(C(O)CO)cc4C3)nnc2n1 (stereo not given) | -14%
COc1ccc(-c2ccc3ncc(Nc4cccc(F)c4)n3n2)cc1OC | ?
Cc1ccc(NC(=O)c2nc(-c3ccncc3)no2)c(Cl)c1 | -20%
CCC(=O)N1c2ccc(S(=O)(=O)CCC(=O)N3CCN(c4cc(C)ccc4C)CC3)cc2CC1C (stereo not given) | 28%
CO[C@H]1C(=O)N(C(C)C)[C@H]1C1CCN(C(=O)NC2CCCCC2)CC1 | -6%
CCN(CC)c1nn2c(=O)c(C(=O)NCc3cccc(C)c3)cnc2s1 | 0%
O=C(NCc1ccco1)C1COC2(CCN(C(=O)c3ccc(F)cc3)CC2)N1C(=O)c1ccco1 (stereo not given) | -15%
NCCCC(=O)N1CCCC2(Cc3ccccc3CN2C(=O)c2cccc(Cl)c2)C1 (stereo not given) | -17%

Next structures.
canonical_smiles | Pf Dd2 growth
O=C([C@H]1C[C@H](Oc2ccccc2)CN1S(=O)(=O)c1ccccc1)N1CCOCC1 | -8%
Cc1ccc(-c2nnc(C3CN(C(=O)c4ccc(F)c(F)c4)CC34CCOCC4)o2)cc1 (stereo not given) | 2%
CN(C)c1cccc(C(=O)N2CCC(n3cc(-c4nc(-c5ccccc5)no4)nn3)C2)c1 (stereo not given) | i
Cc1ccc(NC(=O)Cn2c(=O)oc3ccccc32)cc1Cl | 8%
Cc1cccc(OCc2nc(CC(=O)Nc3ccc(Cl)cc3)cs2)c1 | ?
CCS(=O)(=O)N1CCc2nc(N(C)Cc3cccnc3)[nH]c(=O)c2CC1 | 8%[5.79 µM]
CCCCNC(=O)CN1CCN(c2ncc(NC(=O)c3ccc(Cl)cc3)cc2C(=O)O)CC1 | 41%[activator]
COCCN1CCCC2(CCN(C(=O)CCn3cncn3)C2)C1=O (stereo not given) | -17%
Cc1ccc(-c2onc(C)c2C)cc1S(=O)(=O)N1CCOc2ccc(Cl)cc21 | -15%
COC(=O)C1=C(C)NC(=O)NC1c1cn(-c2ccccc2)nc1-c1ccc(OC)c(Br)c1 (stereo not given) | ?
CN1c2cc(C(=O)Nc3ccc(N4CCOCC4)cc3)ccc2C(=O)N2CCCCC21 (stereo not given) | -12%
N#Cc1cccnc1-c1cccc(C(=O)O)c1 | 0%[44.1 µM]
CN(C)S(=O)(=O)N1CCC(Oc2ccc(C(=O)NCCc3ccncc3)cc2)CC1 | ?
CCn1cc(/C=C(\NC(=O)c2ccccc2Cl)C(=O)NCCCn2ccnc2)c2ccccc21 | ?
COc1cccc(Cn2c(Oc3cc(C)cc(C)c3)nc3c2c(=O)n(C)c(=O)n3C)c1 | i
Fc1ccc(-n2cc(-c3ccccc3)c3c(NC4CCCCC4)ncnc32)cc1 | ?
COc1ccc(Nc2sc(C(=O)c3ccccc3)c(N)c2C(=O)Nc2cc(C)ccc2C)c(OC)c1 | ?
O=C(c1cccs1)N1CC(Oc2ccc(-c3nc(-c4ccccc4)no3)cc2)C1 | 9%[5.79 µM]
O=C(NCCc1ccccc1)C1CCC(CNS(=O)(=O)c2ccccc2)CC1 (stereo not given) | -10%
O=C(CCC1CCCN(S(=O)(=O)c2ccccc2F)C1)NCCCN1CCOCC1 (stereo not given) | -8%
CC(=O)NCCC(=O)N1Cc2ccccc2CC2(CCN(CC3CCNC3)C2)C1 (stereo not given) | -12%
O=C1NC2(CCCN(Cc3ccc(C(F)(F)F)cc3)C2)COc2ccccc21 (stereo not given) | 11µM*!
CCN(CCCNC(=O)CSc1cc(=O)n(CC)c2ccccc12)c1ccccc1 | 15%
COc1ccc(S(=O)(=O)N(CC(=O)Nc2ccc(OC)cc2OC)c2ccc(Cl)cc2)cc1 | i
COc1cccc(-c2cc(C3CCN(C(=O)Nc4ccccc4C(F)(F)F)CC3)[nH]n2)c1 | i
O=C(c1ccc(C(F)(F)F)cc1)N1CCCC2(C1)C(=NC1CCCCC1)NC(=O)N2c1cccnc1 (stereo not given) | 36%[activator]
CCn1cc(C(=O)N2CCN(c3cccc(Cl)c3)CC2)c(=O)c2cc(S(=O)(=O)N3CCC(C)CC3)ccc21 | ?
CCN(CC)S(=O)(=O)c1ccc2c(c1)N(CC(=O)Nc1c(C)cc(C)cc1C)C(=O)C1CCCN21 (stereo not given) | -18%
c1ccc(-n2cnnc2CC2CCNCC2)cc1 | -5%
COc1cc2c(cc1OC)C(COc1ccccc1OC)N(C(=O)c1ccc(S(=O)(=O)N(C)C)cc1)CC2 (stereo not given) | i
O=C(C[C@@H]1C[C@H]2O[C@H](CNC(=O)N3CCOCC3)[C@@H](O)[C@H]2O1)N1CCC(F)(F)C1 | -4%[44.1 µM]
Cc1ccc(S(=O)(=O)NC[C@H]2C[C@@H]3CCN2C[C@@H]3CN2CCN(c3ccccn3)CC2)cc1 | ?
Cc1ccsc1-c1[nH]nc2ncc(-c3cn[nH]c3)nc12 | 27%[44.1 µM]
Cc1ccccc1-c1cc(-c2ccc(=O)[nH]c2)c2cncn2c1 | ?
COc1nccnc1NC1CCN(C(=O)NCCc2ccccc2)CC1 | i[5.79 µM]
COc1cccc(C(=O)N2CCC(n3cc(-c4nc(C)no4)nn3)C2)c1 (stereo not given) | ?
CCOC(=O)C(CC)N1CCN(Cc2ccc(F)cc2)C(=O)C1=O (stereo not given) | 59%[activator]
O=C(O)CSc1nc2ccccc2nc1N1CCCCC1 | 31%[activator]
O=C(CSc1nc2c([nH]c3ccccc32)c(=O)n1-c1ccccc1)N1CCCCCC1 | -23%
COc1ccc(F)c(CN2CCC(CCC(=O)N3CCN(c4ccccc4)CC3)CC2)c1 | -30%
COc1ccccc1CN1CCNc2cc(-c3ccccc3)ncc2C1 | ?
Cc1csc(NC(=O)c2nc3c(o2)CCN(CC2CC2)CC3)n1 | i
CCN(CC)Cc1cnc2c(C(=O)N3CCOC(C(F)(F)F)C3)cnn2c1 (stereo not given) | -13%
Cc1nc(NC(=O)c2c(-c3ccccc3)c(-c3ccccc3)nn(C)c2=O)sc1C | 10%
NC(=O)c1nc(Nc2ccccc2)sc1NC(=O)c1ccccc1Br | 1%
CCOc1ccc(NC(=O)CSc2cc(C)c3ccccc3n2)cc1 | 9%
O=S(=O)(NCc1nc2cccnc2n1Cc1ccc(F)cc1)c1ccc2c(c1)CCCC2 | -3%
Cc1nn2c(c1-c1ccccc1C(C)C)N(Cc1ccc(C(=O)O)s1)CCC2 | -15%[44.1 µM]
Cc1cc2ccccc2n1CCNC(=O)c1ccc(F)cc1 | 11%
O=c1n(Cc2ccc(F)cc2)nc2n1-c1cc(Cl)ccc1OC2 | 22%
CC(C)N1CCC(C(=O)N2CCCN(Cc3cccs3)CC2)CC1 | 5%
COc1ccc(C(=O)NCCn2ccn3nc(-c4ccc(C)c(C)c4)cc3c2=O)cc1F | -12%

In another format: results already given
Cc1cc2ccccc2n1CCNC(=O)c1ccc(F)cc1
  Pf Dd2 growth: 11%
O=c1n(Cc2ccc(F)cc2)nc2n1-c1cc(Cl)ccc1OC2
  Pf Dd2 growth: 22%
CC(C)N1CCC(C(=O)N2CCCN(Cc3cccs3)CC2)CC1
  Pf Dd2 growth: 5%
COc1ccc(C(=O)NCCn2ccn3nc(-c4ccc(C)c(C)c4)cc3c2=O)cc1F
  Pf Dd2 growth: -12%
